# Screening results deposited in PubChem by several laboratories.
# Mcl1 Noxa PPI: Mcl-1/Noxa interaction inhibition; hit rate 1.5% among 220,000; Q07820; TR-FRET Mcl-1/Noxa peptide binding, 2 h; inhibition, % at 21.7 µM;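 active means compounds that cut the protein-peptide binding signal by more than 50% relative to plate controls in a single-dose test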;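 further: His-tagged Mcl-1 with rhodamine Noxa BH3 peptide and terbium anti-His antibody; 0% = Mcl-1 plus Noxa peptide wells and 100% = peptide-only wells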
# Target sequence (Q07820 whole entry, looked up): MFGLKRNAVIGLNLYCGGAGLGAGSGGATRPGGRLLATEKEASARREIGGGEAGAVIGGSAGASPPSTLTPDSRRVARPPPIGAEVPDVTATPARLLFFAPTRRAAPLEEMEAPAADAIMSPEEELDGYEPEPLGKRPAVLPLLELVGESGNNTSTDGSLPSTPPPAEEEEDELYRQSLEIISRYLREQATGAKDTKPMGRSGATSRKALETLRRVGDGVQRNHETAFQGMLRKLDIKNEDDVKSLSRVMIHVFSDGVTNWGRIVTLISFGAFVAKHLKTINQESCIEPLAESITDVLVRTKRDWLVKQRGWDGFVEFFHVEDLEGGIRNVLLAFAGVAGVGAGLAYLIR
# Pf gamet viab: P. falciparum stage V gametocyte viability inhibition; P. falciparum stage V gametocytes, ATP luminescence, 24 h; inhibition, % at 10.9 µM; hit rate 0.065% among 150,000; AID 743093;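 active means inhibition above the mean plus 3 SD of compounds within the control limits, set per campaign, cut at about 38% in these data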;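 further: 0% = DMSO wells and 100% = medium only without gametocytes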
# Mcl1-Bid inh: disrupts binding of human Mcl-1 to Bid peptide; TR-FRET Mcl-1/Bid-Dy647 peptide binding, 1536-well; AID 1021; hit rate 0.97% among 220,000; Q07820; inhibition, % at 21.7 µM;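 active means compounds that cut the binding signal by more than half at the single screening dose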;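 further: His-tagged Mcl-1 with europium anti-His antibody binding Bid BH3 peptide; 0% = Mcl-1 plus peptide wells and 100% = peptide-only wells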
# Avidin fluor: compound fluoresces at 488/530 nm on avidin beads; compound fluorescence 488/530 nm, flow cytometry; stronger effect = higher value; fluorescence (KMESF) at 10 µM; hit rate 0.38% among 220,000; in the data active means fluorescence above about 47; further: inactives centre near 10
# * hit, by the source's call.
1. NC(=O)c1sc2nc(-c3cccnc3)ccc2c1N
2. Cc1cccc(NC(=O)c2ccco2)c1C(=O)O
3. COc1ccc(NC(=O)c2cc(S(=O)(=O)Nc3ccc(OC)cc3)cs2)cc1
4. CC1Cc2cc(/C(O)=C3/C(=O)C(=O)N(CCN4CCOCC4)C3c3ccc(C(C)C)cc3)ccc2O1 (stereo unspecified)
5. COCCn1c(N)c(C(=S)NC(=O)c2cccs2)c(=O)[nH]c1=O
6. CCN(CC)CCCN=C(C)C1=C(O)c2ccccc2C1=O
7. COc1ccc(-c2csc(-c3ccc(O)cc3)n2)cc1
8. CC(C)(C)c1ccccc1NC(=O)NC1CCN(Cc2c(F)cccc2Cl)CC1
assay / entry	1	2	3	4	5	6	7	8
Mcl1 Noxa PPI	29	-10	2	21	70*	14	48	11
Pf gamet viab	4	-15	0	-15	-4	20	5	-4
Mcl1-Bid inh	-83	-2	-19	-86	-6	5	37	-3
Avidin fluor	8	6	7	8	10	4	7	7

9. O=C1C(Cc2ccccc2O)NC(=S)N1c1ccccc1 (stereo unspecified)
10. CN(C)c1ccc(C=NC(CO)C(O)c2ccc([N+](=O)[O-])cc2)cc1 (stereo unspecified)
11. Cc1cccc(-n2c(SCC(=O)O)nc3sc4c(c3c2=O)CCC4)c1
12. COc1cc(/C=C(\C#N)C(=O)NC(C)C)ccc1OCc1ccc(C(=O)O)cc1
13. C=CC[N+]1(CC(=O)NCc2ccc(NC(C)=O)cc2)CCOCC1
14. CC(C)(CN1CCN(c2ccccc2)CC1)NS(=O)(=O)c1ccccc1
15. CN1C2=CC=CC=CC2=[N+](C)C12C([N+](=O)[O-])=CC(=[N+]([O-])[O-])C=C2[N+](=O)[O-] (stereo unspecified)
16. O=C(Nc1ccccc1)Nc1ccc2nnsc2c1
assay / entry	9	10	11	12	13	14	15	16
Mcl1 Noxa PPI	17	4	17	-2	1	10	-23	2
Pf gamet viab	1	8	-2	-1	28	3	19	13
Mcl1-Bid inh	-19	-28	-25	-10	-48	-90	-1	1
Avidin fluor	4	9	3	4	8	8	8	6

17. CN(c1ccccc1)S(=O)(=O)c1ccc(C(=O)Nc2nnc(C3CC3)s2)cc1
18. COC(=O)C1=C(C)NC(C)=C(C(=O)OC)C1c1ccc(C)o1
19. COc1ccc(/C=C/c2cc(C(=O)O)c3ccccc3n2)cc1
20. O=C(Nc1cccc(-c2nc3cccnc3s2)c1)c1ccc(Cl)nc1
21. Cc1ccc(-n2nc(C)c3c(C)c(CCC(=O)Nc4ccc(CN5CCCC5)cc4)c(C)nc32)cc1
22. Cc1ccsc1/C=C1/CN(C)Cc2c1nc1ccccc1c2C(=O)O
23. COc1ccc(CN2C(=O)c3cccc4cccc(c34)C2=O)cc1
24. COc1cccc(C(C)N(C)Cc2nc(COc3ccccc3)no2)c1 (stereo unspecified)
assay / entry	17	18	19	20	21	22	23	24
Mcl1 Noxa PPI	14	0	-2	-139	24	9	-12	-9
Pf gamet viab	-19	3	-22	3	13	-1	6	-1
Mcl1-Bid inh	-26	-52	-13	-90	-1	-1	3	-6
Avidin fluor	3	7	7	8	6	3	8	6

25. COc1ccccc1NC(=S)NC1CCCCCCCCCCC1
26. O=C(c1cccc(F)c1)N1CCN(S(=O)(=O)Cc2ccccc2)CC1
27. COc1ccc(-c2ccc(OC(=O)NC3CCS(=O)(=O)C3)cc2)cc1 (stereo unspecified)
28. COc1ccccc1-c1nc(=S)c(C(C)=O)c(C)[nH]1
29. Cn1c(=O)n(CCOc2ccc([N+](=O)[O-])cc2)c2ccccc21
30. COc1ccc(-n2c(-c3ccco3)nc3c(cnn3-c3ccccc3C)c2=O)cc1
31. Cc1cccc(N2CCN(C(=O)c3ccc4nc(N5CCCCC5)sc4c3)CC2)c1C
32. Cc1ccc(-n2c(SCC(=O)Nc3ccc(C(=O)O)cc3)nnc2-c2ccncc2)cc1
assay / entry	25	26	27	28	29	30	31	32
Mcl1 Noxa PPI	15	5	-3	9	3	23	-14	-2
Pf gamet viab	-20	-5	-1	24	20	33	14	8
Mcl1-Bid inh	22	-39	-21	-11	3	-42	-19	-26
Avidin fluor	6	8	5	7	4	7	4	4

33. COC(=O)C1=C(N)Oc2cc(C)[nH]c(=O)c2C1c1ccccc1OC (stereo unspecified)
34. N#CCC(=O)N1CC2(CC(c3cccc(NC(=O)COc4ccc(Cl)cc4)c3)=NO2)C[C@@H]1C(N)=O (stereo partly specified)
35. CCn1nc(C)cc1C(=O)n1nc(C)c(Sc2ncccn2)c1C
36. CC(C)c1cc(O)c(-c2ccccc2)c(=O)n1-c1ccc(Cl)cc1
37. Cc1ccc(NNC(N)=S)cc1Cl
38. NNC(=O)c1ccc(COc2cccc3ccccc23)o1
39. COc1ccc(CN2CCOCCOCCOCCOCCOCC2)cc1
40. COc1ccc(-c2ccc(N(C)C)cc2)cc1[C@H]1[C@@H]2C=CCC[C@@]2(C)C(=O)N1Cc1ccccc1
assay / entry	33	34	35	36	37	38	39	40
Mcl1 Noxa PPI	8	-5	-18	16	10	-11	-19	-2
Pf gamet viab	11	7	4	14	17	-16	-4	10
Mcl1-Bid inh	-119	-33	-16	15	-158	-23	-6	-131
Avidin fluor	5	10	6	4	7	6	7	7

41. Cc1cc(=O)[nH]c(NN=C2C3CC4CC(C3)CC2C4)n1
42. O=C(NCc1nc(-c2ccc(C(F)(F)F)cc2)no1)Nc1cc(Cl)cc(Cl)c1
43. O=C(c1cccc(C(F)(F)F)c1)C1CCCN(C(=O)CCn2cnnn2)C1 (stereo unspecified)
44. Cc1ccc2[nH]c3c(c2c1)CN(C(=O)CN1CCN(C(=O)c2ccco2)CC1)CC3
45. O=C(C[n+]1cc(-c2ccc(Cl)cc2)n2c1CCC2)Nc1nc(-c2ccc(F)cc2)cs1
46. O=S(=O)(CCN1CCN(c2ccccn2)CC1)c1ccc(F)cc1
47. CCC(C)[C@H](NC(=O)N1CCCCC1)C(=O)OC (stereo partly specified)
48. NC1=NC[C@H](Cc2ccc(O)cc2)N1CCc1cc(C(F)(F)F)cc(C(F)(F)F)c1
assay / entry	41	42	43	44	45	46	47	48
Mcl1 Noxa PPI	-9	3	7	11	22	0	-24	9
Pf gamet viab	17	-7	-10	-1	-6	-5	7	17
Mcl1-Bid inh	-42	-25	1	-36	-6	-11	-19	-32
Avidin fluor	2	7	6	3	8	7	3	11

49. O=C(N/N=C/C=C\c1ccc([N+](=O)[O-])cc1)c1cccnc1
50. Cc1ccc(S(=O)(=O)N(C)C)cc1NC(=O)C(C)OC(=O)c1ccc2c(c1)OCCO2 (stereo unspecified)
51. CC1(C)Cc2nc3scc(NC(=O)c4ccccc4)c3cc2CO1
52. CC(C)=NNC(=O)C1=NNC(=O)C1
53. CCOc1ccc(/C=N/NC(=O)Cc2cccs2)cc1
54. O=[N+]([O-])c1ccc2[nH]c(O)c(N=NC(=S)Nc3cccnc3)c2c1
55. COc1cccc(C(=O)NC2CC3CCCC(C2)N3S(=O)(=O)c2ccccc2)c1 (stereo unspecified)
56. Cc1cc(SCC(=O)Nc2ccc(O)cc2)n2ncc(-c3ccccc3)c2n1
assay / entry	49	50	51	52	53	54	55	56
Mcl1 Noxa PPI	13	-2	11	-14	16	100*	6	27
Pf gamet viab	-11	15	8	-10	0	5	-8	-3
Mcl1-Bid inh	-8	-7	-18	-127	-34	26	-50	-23
Avidin fluor	5	13	6	7	5	9	8	6

57. N#Cc1nc(/C=C/c2ccccc2)oc1NCCCN1CCOCC1
58. CCN(CCO)c1ccc(N=Nc2cc(C)[nH]n2)cc1
59. O=C(O)/C=C/C(=O)Nc1ccc(OCc2ccccc2)cc1
60. C=CCn1cc(/C=C2/NC(=O)NC2=O)c2ccccc21
61. O=S1(=O)C[C@@H](O)[C@@H](Nc2ccccc2)C1
62. Cc1ccccc1NC(=O)Nc1cc(-c2ccccc2)nn1C
63. COc1ccc(C(c2c(O)nc[nH]c2=O)c2c(O)nc[nH]c2=O)cc1
64. CSc1ncccc1C(=O)OCC(=O)c1cc(C)n(CC2CCCO2)c1C (stereo unspecified)
assay / entry	57	58	59	60	61	62	63	64
Mcl1 Noxa PPI	16	-10	18	25	3	12	8	7
Pf gamet viab	2	-10	6	6	-1	4	3	-2
Mcl1-Bid inh	-47	-113	-15	-32	-52	-3	-46	-30
Avidin fluor	12	5	5	7	5	10	8	6

65. Cc1ccc(OCC(=O)N/N=C/c2cn(C)c3ccccc23)cc1
66. CC(C)Cn1c(SCC(=O)N2CCCc3ccccc32)nc2ccccc2c1=O
67. CC(C(=O)O)N1CCCCC1 (stereo unspecified)
68. COc1ccc(CN2C(=O)C(C)S/C2=N/N=C/c2ccco2)cc1 (stereo unspecified)
69. CSc1nsc(SC)c1C(=O)NC(=O)Nc1cccnc1
70. COc1cc(/C=C2\CCc3c2nc2ccccc2c3C(=O)O)cc(OC)c1OC
71. COC(=O)c1c(C)[nH]c(C=O)c1-c1ccccc1
72. COc1ccc(C(=O)NNC(=O)C2CCCO2)cc1 (stereo unspecified)
assay / entry	65	66	67	68	69	70	71	72
Mcl1 Noxa PPI	-3	-2	10	-7	4	36	15	-15
Pf gamet viab	-5	-12	4	3	-2	-11	-23	-6
Mcl1-Bid inh	-5	-62	-7	-18	8	-15	-6	-39
Avidin fluor	7	9	8	6	3	9	4	7

73. COc1ccc(-c2noc(CN3CCCC(OCc4ccccn4)C3)n2)cc1 (stereo unspecified)
74. C[N+]1([O-])[C@@H]2Cc3cc4c(cc3[C@@H]1Cc1cc3c(cc12)OCO3)OCO4 (stereo partly specified)
75. COc1ccc(CCNc2ncnc3c2[nH]c2cc(OC)c(OC)cc23)cc1OC
76. CC(C)(C)NC(=S)N/N=C/c1c(Cl)cccc1Cl
77. O=C(O)CC/C(=N/NC(=O)CNC(=O)Cc1ccccc1)c1ccccc1
78. COc1ccc(/C=N/NC(=S)NCC2CCCO2)cc1 (stereo unspecified)
79. CNC(=S)NNC(=O)c1ccc(C(C)(C)C)cc1
80. CC1S/C(=N/N=C/c2ccco2)N(Cc2ccc(F)cc2)C1=O (stereo unspecified)
assay / entry	73	74	75	76	77	78	79	80
Mcl1 Noxa PPI	15	9	66*	-5	13	-15	2	-7
Pf gamet viab	-10	-5	-28	0	-19	7	10	-10
Mcl1-Bid inh	-7	-69	-8	-19	-7	-47	-21	-22
Avidin fluor	7	7	9	3	6	7	7	5

81. CC(C)(C)c1ccc(-c2noc(-c3ccno3)n2)cc1
82. O=c1nc(SCc2ccc(Cl)cc2)nc(-c2ccccc2)[nH]1
83. Cc1[nH]c2ccccc2c1/C=N/NC(=O)c1cc(-c2ccccc2)n[nH]1
84. COc1cc(OC)c(N(C)S(=O)(=O)c2cccc(C(=O)NC3=NCCS3)c2)cc1Cl
85. O=C1[C@@H]2C(c3cccnc3)=NO[C@@H]2C(=O)N1c1ccc2ccccc2c1
86. N#C/C(=C(/O)c1ccc([N+](=O)[O-])s1)c1nc2ccccc2[nH]1
assay / entry	81	82	83	84	85	86
Mcl1 Noxa PPI	24	9	25	18	39	40
Pf gamet viab	-14	12	-28	-10	-27	3
Mcl1-Bid inh	16	10	-47	-4	-10	16
Avidin fluor	4	6	6	3	7	7

# 13 structures from above, arranged by molar mass, largest number first:
42. O=C(NCc1nc(-c2ccc(C(F)(F)F)cc2)no1)Nc1cc(Cl)cc(Cl)c1
44. Cc1ccc2[nH]c3c(c2c1)CN(C(=O)CN1CCN(C(=O)c2ccco2)CC1)CC3
30. COc1ccc(-n2c(-c3ccco3)nc3c(cnn3-c3ccccc3C)c2=O)cc1
64. CSc1ncccc1C(=O)OCC(=O)c1cc(C)n(CC2CCCO2)c1C (stereo unspecified)
73. COc1ccc(-c2noc(CN3CCCC(OCc4ccccn4)C3)n2)cc1 (stereo unspecified)
25. COc1ccccc1NC(=S)NC1CCCCCCCCCCC1
10. CN(C)c1ccc(C=NC(CO)C(O)c2ccc([N+](=O)[O-])cc2)cc1 (stereo unspecified)
36. CC(C)c1cc(O)c(-c2ccccc2)c(=O)n1-c1ccc(Cl)cc1
18. COC(=O)C1=C(C)NC(C)=C(C(=O)OC)C1c1ccc(C)o1
49. O=C(N/N=C/C=C\c1ccc([N+](=O)[O-])cc1)c1cccnc1
assay / entry	42	44	30	64	73	25	10	36	18	49
Mcl1 Noxa PPI	3	11	23	7	15	15	4	16	0	13
Pf gamet viab	-7	-1	33	-2	-10	-20	8	14	3	-11
Mcl1-Bid inh	-25	-36	-42	-30	-7	22	-28	15	-52	-8
Avidin fluor	7	3	7	6	7	6	9	4	7	5

7. COc1ccc(-c2csc(-c3ccc(O)cc3)n2)cc1
41. Cc1cc(=O)[nH]c(NN=C2C3CC4CC(C3)CC2C4)n1
37. Cc1ccc(NNC(N)=S)cc1Cl
assay / entry	7	41	37
Mcl1 Noxa PPI	48	-9	10
Pf gamet viab	5	17	17
Mcl1-Bid inh	37	-42	-158
Avidin fluor	7	2	7

# Not all compounds are listed; rates above refer to the full screens.
